# TDP1 cell CPT: growth inhibition of DT40 Tdp1-/-;hTDP1 cells with camptothecin (screen for TDP1 inhibitors); AID 686979; Potency, µM (top dose mostly 46.2 µM), without a hit: at the highest dose activity change, negative = growth inhibition, usual class: inhibitors; chicken DT40 Tdp1-/-;hTDP1 cells + 20 nM CPT, ATP luminescence, 48 h; 420,000 compounds, 12% hits; also: nearly all actives have a fitted effect of over 55% in size
#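 Chicken DT40 Tdp1-/- cells complemented with human TDP1, 400 cells/well, exposed to compounds plus 20 nM camptothecin for at least 48 h at 37 C; viability read as ATP content by CellTiter-Glo luminescence.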
# TDP1 block: TDP1 (human) enzyme inhibition; Potency, µM (highest dose often 130 µM), for inactives: top-dose activity change, negative = inhibition, usual class: inhibitors; 350,000 compounds, 0.28% hits; recombinant TDP1, AlphaScreen DNA substrate cleavage; Q9NUW8; also: nearly all actives have a fitted effect of over 40% in size
# Target sequence (Q9NUW8 whole entry, looked up): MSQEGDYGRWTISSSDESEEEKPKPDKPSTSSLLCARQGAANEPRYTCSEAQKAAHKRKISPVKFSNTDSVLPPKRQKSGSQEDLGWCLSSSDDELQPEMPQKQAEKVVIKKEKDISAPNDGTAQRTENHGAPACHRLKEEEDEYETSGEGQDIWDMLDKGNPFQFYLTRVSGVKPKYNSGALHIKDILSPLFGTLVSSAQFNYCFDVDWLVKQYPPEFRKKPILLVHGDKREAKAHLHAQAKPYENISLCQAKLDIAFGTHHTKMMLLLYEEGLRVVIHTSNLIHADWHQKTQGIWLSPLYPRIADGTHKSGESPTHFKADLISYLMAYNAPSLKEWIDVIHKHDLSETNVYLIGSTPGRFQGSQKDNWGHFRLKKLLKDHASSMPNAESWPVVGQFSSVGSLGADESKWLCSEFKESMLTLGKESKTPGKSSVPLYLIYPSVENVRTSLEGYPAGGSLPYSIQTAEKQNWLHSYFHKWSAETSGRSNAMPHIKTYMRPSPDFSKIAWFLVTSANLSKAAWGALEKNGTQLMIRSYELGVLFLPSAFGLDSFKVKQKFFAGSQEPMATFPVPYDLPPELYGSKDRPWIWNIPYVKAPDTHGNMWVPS
#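 Recombinant E. coli-expressed Tdp1 (1 nM) preincubated with compound 15 min at RT, then 5'-biotin/3'-phosphotyrosine-FITC DNA substrate (15 nM) added for 5 min. AlphaScreen beads (10 ug/ml) added, 10 min RT; tyrosine-FITC cleavage read as signal loss.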
# DT40 TDP1 no CPT: qHTS for Inhibitors of human tyrosyl-DNA phosphodiesterase 1 (TDP1): qHTS in cells in absence of CPT | DT40 Tdp1-/- hTDP1 cells, no CPT, ATP luminescence, 48 h | Potency, µM (doses to about 46.2 µM), without a hit: at the top dose activity change, negative = growth inhibition, usual class: inhibitors | 420,000 compounds, 15% hits; also: nearly all actives have a fitted effect of over 55% in size
#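 Compound effects on proliferation are scored in DT40 Tdp1-/-;hTDP1 cells in the absence of CPT. ATP levels (CellTiter-Glo luminescence) are recorded after a ≥48 hr, 37 °C incubation.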
# * = called active by the depositor; u = inconclusive; x = no result given; [ ] = another dose, or the depositor's remark. Calls follow the shape of the dose curve; as a rule, active = well fitted curve in the direction sought with a large enough effect; inconclusive = small, poorly fitted or top-dose-only effect, or another doubt; inactive = no such curve, though single readings can be large; an effect the other way counts as inactive or inconclusive. % is scaled to controls: 0 for no effect and ±100 for the full control effect; potency is read from the fitted curve at half-maximal effect.
# Every second line gives: TDP1 cell CPT, TDP1 block, DT40 TDP1 no CPT
- CCC(=O)Nc1ccc(C(=O)COC(=O)CCN2C(=O)C3CC=CCC3C2=O)cc1 (stereo not given)
    0%, -2%, -3%
- Oc1ccccc1Cn1c(-c2ccccc2O)nc2ccccc21
    -27%, 6%, -17%
- COc1cccc(C=NN(C)c2c([N+](=O)[O-])cc(C(F)(F)F)cc2[N+](=O)[O-])c1O
    u, x, u
- Cc1noc(C)c1-c1nccc(-n2ccnc2)n1
    4%, x, -3%
- c1ccc(Oc2cccc(CN3CCOCC3)c2)cc1
    -7%, -14%, -18%
- CC1CCCN(CCCNS(=O)(=O)c2ccc3c(c2)CCN3C(=O)C2CC2)C1 (stereo not given)
    5%, 0%, 3%
- CNC(=O)CCSc1ccc(C)cc1
    -4%, 4%[56.1 µM], 8%
- C#Cc1ccc([C@H]2C=C(C(=O)O)O[C@@H](OCCCCO)C2)cc1
    -15%, x, -5%
- CCN1CCCC1CNC(=O)c1ccc(Sc2ccccc2Cl)c([N+](=O)[O-])c1 (stereo not given)
    u, 8%, u
- Nc1nonc1C(=O)NCCN=Cc1cc(Cc2ccccc2)cc(Br)c1O
    -9%, 2%, -17%
- COc1ccccc1NC(=O)C1CCCN(S(=O)(=O)c2ccccc2)C1 (stereo not given)
    u, 0%, u
- O=c1c(-c2cc(F)cc(F)c2)nc2cnc(N3CCOCC3)nc2n1C1CC1
    -5%, x, -1%
- O=C1C2C(C(=O)N1CCN1CCN(Cc3ccc([N+](=O)[O-])cc3)CC1)[C@H]1C=C[C@@H]2C1 (stereo not given in full)
    4%, -1%, u
- COc1cc(=O)n2c(c1C(=O)NCc1ccco1)CCN(C(=O)c1ccc(C)c(C)c1)CC2
    -17%[9.04 µM], x, -5%
- CC12CN(C(=O)c3ccc([N+](=O)[O-])cc3)CC(C)(CN(C(=O)c3ccc([N+](=O)[O-])cc3)C1)C2=O
    -6%, -2%, -1%
- CCOc1ccc(S(=O)(=O)N(CC(=O)NCC2CCCO2)c2ccc(F)cc2)cc1 (stereo not given)
    -19%, 7%, u
- Cc1ccc(NC(=O)CSc2nnc(NC(=O)C3CC3)s2)cc1C
    1%, 10%, -14%
- CCOc1nc(NCCN2CCOCC2)nc(Nc2ccc([N+](=O)[O-])cc2)n1
    u, 2%, u
- CC(=O)Nc1ccc(S(=O)(=O)Nc2cccc(-c3cn4c(n3)SCC4)c2)cc1
    -29%, 5%, 0%
- Cc1ccc(-c2c[nH]c(=S)n2-c2ccccc2)cc1
    u, 9%, -20%

# An excerpt of these results, as comma-separated lines.
Compound,TDP1 cell CPT,TDP1 block,DT40 TDP1 no CPT
CCOc1ccc(S(=O)(=O)N(CC(=O)NCC2CCCO2)c2ccc(F)cc2)cc1 (stereo not given),-19%,7%,u
Cc1ccc(NC(=O)CSc2nnc(NC(=O)C3CC3)s2)cc1C,1%,10%,-14%
CCOc1nc(NCCN2CCOCC2)nc(Nc2ccc([N+](=O)[O-])cc2)n1,u,2%,u
CC(=O)Nc1ccc(S(=O)(=O)Nc2cccc(-c3cn4c(n3)SCC4)c2)cc1,-29%,5%,0%
Cc1ccc(-c2c[nH]c(=S)n2-c2ccccc2)cc1,u,9%,-20%

# Following part
# Every second line gives: TDP1 cell CPT, TDP1 block, DT40 TDP1 no CPT
- O=S(=O)(NCCC1=CCCCC1)c1ccc(Br)cc1
    u, x, -25%
- Nn1c(SCC(=O)Nc2ccc3c(c2)CCC3)nnc1C1CC1
    5%, -3%, -9%
- CCCc1nn2c(=O)cc(COC(=O)c3ccc(NC(=O)COc4ccccc4)cc3)nc2s1
    -2%, 4%, -17%
- C/C(=C\C1CCCCC1)C(NC(=O)c1ccc(C(F)(F)F)cc1)c1ccc(-c2ccccc2)cc1 (stereo not given)
    -22%, 2%, u
- COc1ccccc1CNC(=O)COC(=O)CCN1C(=O)C2CC=CCC2C1=O (stereo not given)
    5%, x, -6%
- Cc1cc(Br)ccc1NC(=O)CSc1c2c(nc3ccccc13)CCC2
    15µM*, 2%, 12µM*
- CCOc1ccc(N(CCC#N)S(=O)(=O)c2ccc(OC)cc2)cc1
    u, 1%, u
- CN(C)CCCN(C(=O)c1nc2ccccc2s1)c1nc2ccc(F)cc2s1
    3.7µM*, x, 5.8µM*
- CN(CC(=O)Nc1ccccc1Cl)C(=O)COC(=O)c1nc(Cl)ccc1Cl
    -19%, -5%, -5%
- O=C(CN1CCN(c2ncc(C(F)(F)F)cc2Cl)CC1)NC(=O)NCc1ccccc1
    u, 7%, -16%
- CSCCC(NC(=O)c1ccco1)C(=O)NC1CCCCCC1 (stereo not given)
    -5%, x, -13%
- Cn1cc(Cl)c(C(=O)Nc2nccs2)n1
    15%, x, -1%
- COc1ccccc1N1CC(C(=O)Nc2nnc(SCC(=O)N3CCCC3)s2)CC1=O (stereo not given)
    3%, x, 6%
- CC(=O)Nc1ccc(S(=O)(=O)Nc2nc3n(n2)C(c2ccccc2)C=C(c2ccc(Cl)cc2)N3)cc1 (stereo not given)
    4%, 5%, -16%
- CCCNC(=O)Cn1c(=O)oc2cc(S(=O)(=O)N3CCCC3)ccc21
    7%, x, 4%
- Cc1[nH]nc(-c2ccc(OCc3cnn(-c4ccccc4)c3)cc2O)c1Oc1ccccc1F
    u, 6%, 21µM*
- S=C(Nc1ccccc1)N1CCn2cccc2C1c1cccnc1 (stereo not given)
    1%, 1%, -6%
- O=C(CCc1c[nH]c2ccccc12)NCCc1ccc(O)cc1
    -27%, x, 17%
- Cc1ccc(NC(=O)NNC(=O)COc2ccc([N+](=O)[O-])cc2)cc1C
    -2%, 2%, -20%
- COc1ccc(C(=O)Nc2nc3cc(OC)c(OC)cc3c(=O)[nH]2)cc1
    -11%, 5%, -22%
- O=C(OCc1ccc(Cl)cc1)c1cnccn1
    -9%, 8%, -2%
- CCc1c(O)nc(SCC(=O)Nc2ccc3c(c2)CCC3)[nH]c1=O
    -1%, 7%, -17%
- CC(=O)N1C(=O)/C(=C2\SC(=S)N(c3c(C)n(C)n(-c4ccccc4)c3=O)C2=O)c2ccccc21
    -29%, 4%, u
- COC(=O)c1cc(-c2ccc(OC)cc2)on1
    4%, -3%, -22%
- CCOc1ccccc1N(C(=O)CNS(=O)(=O)c1ccccc1)C(CC)C(=O)NCc1ccco1 (stereo not given)
    u, 7%, -24%
- O=C(CN1C(=O)NC2(CCCC2)C1=O)OCCOc1ccc(Br)cc1
    15µM*, -1%, 18µM*
- CN1C(=O)CC(C(=O)Nc2ccc(C(=O)O)cc2)SC1=Nc1ccc(Cl)cc1 (stereo not given)
    4%, -2%[12.3 µM], -2%
- Cc1c(OCC(=O)N2C[C@H]3C[C@@H](C2)c2cccc(=O)n2C3)ccc2c3c(c(=O)oc12)CCC3
    u, x, u
- O=C(Nc1ccc2c(c1)OCO2)C1CC1
    -12%, 3%, -8%
- OC(c1ccc(F)cc1)c1nc(-c2cnc3ccccc3c2)cs1 (stereo not given)
    18µM*, x, u
- Cc1cc(NCC(c2ccccc2)c2ccccc2)n2ncnc2n1
    u, 11%, u
- CCOC(=O)C1CCCN(C(=O)c2ccc3[nH]c4c(c3c2)CC(C)CC4)C1 (stereo not given)
    -19%, 9%, u
- Cc1cccc(Cn2c(CN3CCC(C(=O)NCCc4ccccc4)CC3)cc3ccccc32)c1
    u, 2%, 18µM*
- O=C(c1ccc(-n2cncn2)c([N+](=O)[O-])c1)N1CCN(S(=O)(=O)c2ccc(F)c(F)c2)CC1
    -25%, 7%, u
- CCn1nc(C(=O)Nc2cc(Cl)ccc2-n2cncn2)c2ccccc2c1=O
    3%, -2%, -9%
- O=C(c1cccnc1)N1CCCc2ccccc21
    2%, 7%, 2%
- CCOc1ccc(N2CC(C(=O)Nc3cccnc3)CC2=O)cc1 (stereo not given)
    15%, 3%, 1%
- COc1cc(/C=N/NC(=S)N/N=C/c2cc(OC)c(OC)c(OC)c2)cc(OC)c1OC
    4.1µM*, 3%, 3.7µM*
- CCOc1ccc(C(=O)N2CCN(c3cccc(Cl)c3)CC2)cc1
    -19%, 5%, u
- CC(=O)c1cn(CC(=O)NCC2CCCO2)c2ccccc12 (stereo not given)
    -20%, 4%, -29%

# Reformatted with tabs: 2 of the compounds above
mol	TDP1 cell CPT	TDP1 block	DT40 TDP1 no CPT
CN1C(=O)CC(C(=O)Nc2ccc(C(=O)O)cc2)SC1=Nc1ccc(Cl)cc1 (stereo not given)	4%	-2%[12.3 µM]	-2%
O=C(OCc1ccc(Cl)cc1)c1cnccn1	-9%	8%	-2%

# (more compounds)
# Every second line gives: TDP1 cell CPT, TDP1 block, DT40 TDP1 no CPT
- Cc1cc(C)cc(N(C(=O)c2csnn2)C(C(=O)NC2CCCCC2)c2cccnc2)c1 (stereo not given)
    4%, 1%, -13%
- COc1cccc(Cn2cnc3c(NS(=O)(=O)c4cccc(Cl)c4Cl)c(C)c(C)cc32)c1
    21µM*, 3%, 23µM*
- Cc1ccc(C)c(NC(=O)Cn2c(=O)n(CC3CCCO3)c(=O)c3ccccc32)c1 (stereo not given)
    3%, 1%, u
- CCC(=O)NCCc1nc2ccccc2n1CC
    16%, 3%, -1%
- O=C(CN1CCN(Cc2ccccc2)C1=O)NCc1cccs1
    -19%, 5%, 0%
- COc1ccc2oc(=O)cc(CN3CCN(C(=O)c4ccccc4F)CC3)c2c1
    u, 0%, u
- COc1ccc(S(=O)(=O)N2CCOCC2)cc1NC(=O)CCCSc1ccccc1
    -30%, x, 0%
- CC(NC(=O)CCN1C(=O)c2ccccc2C1=O)c1ccccc1 (stereo not given)
    -2%, 3%, -4%
- CC1=C(c2ccc(C)c(C)c2)S(=O)(=O)N=C1N1CCN(c2cccc(C(F)(F)F)c2)CC1
    0%, 11%, -4%
- CCCC(=O)Nc1cccc(NC(=S)NC(=O)C(C)Oc2ccc(Cl)cc2Cl)c1 (stereo not given)
    -3%, 3%, -25%
- CCCn1c(N)c(C(=O)CSc2n[nH]c(-c3ccccc3F)n2)c(=O)n(C)c1=O
    21µM*, 0%, 23µM*
- COc1ccc(CCNC(=O)C2(C)CCC(=O)N2CCC(C)C)cc1OC (stereo not given)
    10%, 3%, -8%
- NC(=O)c1ccc(NC(=O)CN2CCN(C(=O)c3ccco3)CC2)cc1
    -15%, -4%, 17%
- Cn1c(=O)c2c(nc(NCC(O)CO)n2CCc2ccccc2)n(C)c1=O (stereo not given)
    -23%, -5%, u
- CC(C(=O)Nc1ccccc1-c1ccccc1)N1CCOCC1 (stereo not given)
    -8%, 4%, -22%
- NS(=O)(=O)c1ccc(NC(=O)COc2ncnc3sccc23)cc1
    -12%, 2%, 3%
- O=C(/C=C/c1cccc(Br)c1)NCc1ccncc1
    -4%, 3%, 1%
- O=c1c2ccccc2[nH]c(=S)n1C1CCCCC1
    -1%, 1%, 6%
- Cc1ccc(C(=O)N/C(=C/c2ccco2)C(=O)NCCc2c[nH]c3ccccc23)cc1
    -27%, 5%, u
- COC(CNC(=O)c1ccc(CS(=O)(=O)c2ccc(Br)cc2)o1)OC
    -3%, x, 7%
- Cc1nn(CCCC(=O)Nc2cccc(C(F)(F)F)c2)c(=O)c2nn(-c3ccccc3)c(C)c12
    -16%, 0%, -24%
- CCN1CCN(Cc2ccc(NC(=O)c3cc(NC(=O)c4nccnc4N)cc(OC)c3)cc2C(F)(F)F)CC1
    u, 6%, u
- COc1ccc(CCNC(=O)c2cnc(C)cn2)cc1
    -1%, 0%, 3%
- CCOC(=O)N1CCN(C(=O)CCc2ccc(S(=O)(=O)NCCc3ccccc3)cc2)CC1
    u, 7%, u
- COc1cccc(N2CCN(C(=O)c3cc4cc(Cl)ccc4[nH]3)CC2)c1
    u, x, -15%
- C=CCN(c1ccccc1)S(=O)(=O)c1ccc(Cl)c(C(=O)OCC(=O)NCCCN2CCCC2=O)c1
    -17%, 4%, 2%
- O=c1cc(CN2CCOCC2)c2cc(Cl)c(O)cc2o1
    -11%, x, u
- OCCCNc1nc(-c2ccccc2)c2cc(Cl)ccc2n1
    u, x, u
- CCOC(=O)c1c(C)[nH]c(CCC(=O)NCc2ccc(N(C)C)cc2)c1C
    u, 3%, 18µM*
- CCOc1cccc(C(=O)Nc2ccc3[nH]ncc3c2)c1
    7%, x, -15%
- C=CCSc1nc(-c2ccccc2)c2cc(Cl)ccc2n1
    -15%, 3%, -1%
- COc1ccccc1CNC(=O)c1ccccc1C(=O)NC(CC(C)C)C(=O)NCc1ccccc1OC (stereo not given)
    u, x, u
- CC(Oc1ccccc1)C(=O)N=Nc1c(O)[nH]c2ccc([N+](=O)[O-])cc12 (stereo not given)
    u, 8%, u
- O=C1c2ccccc2C(=O)N1CCc1ccccc1
    u, x, u

# High-throughput results (PubChem BioAssay)
